CHRM4 antagonist: human M4 muscarinic receptor antagonists, primary screen, CHO cells, Fluo-8 calcium fluorescence. CHO-hM4 cells, ACh EC80. Muscarinic acetylcholine receptor M4 (Homo sapiens), P08173. inhibition, % at 3 µM. 360,000 tested, 0.73% active;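 active = inhibition above its plate's cutoff, the mean inhibition of sample wells plus 3 SD, cut at about 27% in these data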;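 note: 0% = acetylcholine EC80 with DMSO and 100% = DMSO without agonist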
Target sequence (P08173 whole entry, looked up): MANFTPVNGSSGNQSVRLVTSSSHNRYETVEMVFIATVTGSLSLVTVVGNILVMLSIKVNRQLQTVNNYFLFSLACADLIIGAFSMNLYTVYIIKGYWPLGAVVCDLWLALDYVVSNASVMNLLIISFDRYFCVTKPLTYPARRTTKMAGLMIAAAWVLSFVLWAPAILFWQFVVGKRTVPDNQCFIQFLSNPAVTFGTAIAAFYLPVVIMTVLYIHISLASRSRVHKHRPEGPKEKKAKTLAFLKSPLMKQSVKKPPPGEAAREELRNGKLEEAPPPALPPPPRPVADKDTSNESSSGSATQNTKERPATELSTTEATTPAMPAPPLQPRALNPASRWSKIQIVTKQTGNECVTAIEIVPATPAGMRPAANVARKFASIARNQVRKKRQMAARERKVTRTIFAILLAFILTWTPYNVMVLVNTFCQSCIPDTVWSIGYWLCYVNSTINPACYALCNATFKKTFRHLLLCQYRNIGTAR
CHRM4 agonist: human M4 muscarinic receptor agonists, primary screen, CHO-K1 cells, Fluo-8 calcium fluorescence | Muscarinic acetylcholine receptor M4 (Homo sapiens), P08173 | CHO-K1 hM4/Gqi5; vehicle 0%, full acetylcholine response 100% | activation, % at 3 µM | 360,000 tested, 0.14% active;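 active = activation above the run mean over all test wells plus 3 SD, cut at about 32% in these data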;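 note: peak over basal fluorescence ratio per well then scaled between controls; 0% = DMSO wells and 100% = acetylcholine at EC100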
M5 antag: human M5 muscarinic receptor antagonists, primary screen, CHO cells, Fluo-8 calcium fluorescence; Muscarinic acetylcholine receptor M5 (Homo sapiens), P08912; inhibition, % at 3 µM; 360,000 tested, 0.59% active; CHO-hM5 cells, ACh EC80;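 active = inhibition above a per-plate cutoff, the mean of that plate's test compounds plus 3 SD, cut at about 27% in these data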;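 note: 0% = acetylcholine EC80 with DMSO and 100% = DMSO without agonist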
Target sequence (P08912 whole entry, looked up): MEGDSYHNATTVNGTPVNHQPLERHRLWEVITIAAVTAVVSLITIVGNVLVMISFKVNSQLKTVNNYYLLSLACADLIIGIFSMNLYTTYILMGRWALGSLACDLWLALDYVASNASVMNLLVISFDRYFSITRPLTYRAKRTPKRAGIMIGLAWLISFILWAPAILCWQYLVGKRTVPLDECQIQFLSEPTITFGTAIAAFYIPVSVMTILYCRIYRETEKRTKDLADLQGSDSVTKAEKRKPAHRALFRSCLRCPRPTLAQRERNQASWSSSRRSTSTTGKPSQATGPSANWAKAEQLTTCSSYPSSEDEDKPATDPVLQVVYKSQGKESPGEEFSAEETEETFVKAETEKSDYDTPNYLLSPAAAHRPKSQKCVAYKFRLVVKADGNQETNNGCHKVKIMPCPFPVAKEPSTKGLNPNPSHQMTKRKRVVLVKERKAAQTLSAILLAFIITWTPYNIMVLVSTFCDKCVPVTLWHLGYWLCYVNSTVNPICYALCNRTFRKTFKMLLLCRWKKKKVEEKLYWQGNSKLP
CHRM5 PAM: human M5 muscarinic receptor positive allosteric modulators, primary screen, CHO-K1 cells, Fluo-8 calcium fluorescence. CHO-K1 hM5, ACh EC20 PAM; 0% = ACh EC20, 100% = ACh EC100. activation, % at 3 µM. 360,000 tested, 0.3% active;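 active = activation above the run cutoff, the mean activation of all test compounds plus 3 SD, cut at about 18% in these data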
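Test system: CHO-K1 hM5 cells / Doses: single-point, 3 µM nominal / Times: Post-acetylcholine fluorescence recording 140 s / Technique: Fluo-8 calcium fluorescence / Measure: Max/basal fluorescence ratio as % of EC20–EC100 ACh window / Benchmarks: low control EC20 acetylcholine (0%), high control EC100 acetylcholine (100%) / Replicates: one well per compound, no replicates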
M1 ag parental: counter-screen for M1 agonists: effect in parental CHO-K1 cells. 360,000 tested, 0.48% active. Fluo-8 calcium fluorescence; scaled to maximal ATP response, vehicle zero. activation, % at 3 µM. AID 602248, 2012; in the data active = activation above about 15%;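 note: untransfected CHO-K1 host cells lacking M1 receptor as counterscreen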
M5 ag: human M5 muscarinic receptor agonists, primary screen, CHO-K1 cells, Fluo-8 calcium fluorescence; Muscarinic acetylcholine receptor M5 (Homo sapiens), P08912; CHO-K1 hM5 cells; 0% DMSO wells, 100% maximal acetylcholine response; activation, % at 3 µM; 360,000 tested, 0.19% active;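 active = activation above the run's mean over test compounds plus 3 SD, cut at about 23% in these data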;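 note: signal is peak over basal fluorescence ratio across the kinetic read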
M1 PAM parental: nonselective calcium activators in parental CHO-K1 cells, primary screen, counter-screen for M1 PAM project, cell-based, Fluo-8 calcium fluorescence, full deck, 1536-well. 360,000 tested, 0.02% active. activation, % at 3 µM. ATP EC20; 0% at ATP EC20, 100% at ATP max;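 active = activation above the run cutoff, the mean activation of all test compounds plus 3 SD, cut at about 40% in these data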;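 note: peak over basal fluorescence ratio in a 140 s read after ATP addition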
CHO-K1 Ca antag: nonselective inhibitor or artifact in parental CHO-K1 cells; inhibition, % at 3 µM; AID 602250; 360,000 tested, 0.6% active; ATP-induced calcium, Fluo-8 fluorescence;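 active = inhibition above a per-plate cutoff, the plate's mean sample inhibition plus 3 SD, cut at about 24% in these data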;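 note: 0% = DMSO plus EC80 ATP and 100% = DMSO alone without ATP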
CHRM4 PAM: human M4 muscarinic receptor positive allosteric modulators, primary screen, CHO-K1 cells, Fluo-8 calcium fluorescence; Muscarinic acetylcholine receptor M4 (Homo sapiens), P08173; CHO-K1 hM4/Gqi5, ACh EC20; 0% = ACh EC20, 100% = maximal ACh; activation, % at 3 µM; 360,000 tested, 0.4% active;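 active = activation above its plate's cutoff, the mean activation of sample wells plus 3 SD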; note: some results filed as inactive read as strong as hits
The depositor's hits bear a star.

Results for COc1ccc(S(=O)(=O)N2CCCC2C(=O)NCc2ccccc2Cl)cc1 (stereo unspecified) ?
CHRM4 antagonist: 1.7; CHRM4 agonist: 3.0; M5 antag: 12.6; CHRM5 PAM: 1.8; M1 ag parental: 2.1; M5 ag: -0.4; M1 PAM parental: -1.2; CHO-K1 Ca antag: -15.5; CHRM4 PAM: 6.6

Results for Cc1cc(OCc2nc(-c3ccncc3)no2)cc(C)c1Cl ?
CHRM4 antagonist: -4.7; CHRM4 agonist: 1.4; M5 antag: -12.8; CHRM5 PAM: -3.1; M1 ag parental: 0.2; M5 ag: -1.4; M1 PAM parental: -15.4; CHO-K1 Ca antag: 15.6; CHRM4 PAM: -0.7

How did NC(=O)C1CCN(C(=O)COc2ccc(S(=O)(=O)NC3CCCC3)cc2)CC1 do in these assays?
CHRM4 antagonist: 2.8; CHRM4 agonist: -0.2; M5 antag: 10.2; CHRM5 PAM: -1.3; M1 ag parental: 0.9; M5 ag: -2.4; M1 PAM parental: 9.1; CHO-K1 Ca antag: -16.1; CHRM4 PAM: 6.3

What do the screens show for `CCC(=O)c1ccc(O)cc1`?
CHRM4 antagonist: 0.5; CHRM4 agonist: 18.1; M5 antag: 5.2; CHRM5 PAM: -12.6; M1 ag parental: 4.8; M5 ag: 6.5; M1 PAM parental: 11.4; CHO-K1 Ca antag: -6.0; CHRM4 PAM: -12.1

How did CC1=C(C(=O)Nc2cccc([N+](=O)[O-])c2)C2(CCC(C)CC2)OC1=O (stereo unspecified) do in these assays?
CHRM4 antagonist: -7.4; CHRM4 agonist: 3.8; M5 antag: 5.6; CHRM5 PAM: -4.7; M1 ag parental: 0.4; M5 ag: -1.1; M1 PAM parental: -9.0; CHO-K1 Ca antag: 19.4; CHRM4 PAM: 0.8

Results for Cc1cccc(N=Nc2c(C)nn(-c3ccccc3)c2N)c1C ?
CHRM4 antagonist: -6.8; CHRM4 agonist: -1.6; M5 antag: 2.4; CHRM5 PAM: -4.7; M1 ag parental: -0.4; M5 ag: -3.5; M1 PAM parental: 16.9; CHO-K1 Ca antag: -8.5; CHRM4 PAM: 5.4

Results for CCOc1ccccc1C(=O)NCC(=O)NC(C)c1ccc(-n2ccnc2)cc1 (stereo unspecified) ?
CHRM4 antagonist: -8.4; CHRM4 agonist: 2.7; M5 antag: -1.0; CHRM5 PAM: 1.0; M1 ag parental: 0.3; M5 ag: 3.2; M1 PAM parental: -4.0; CHO-K1 Ca antag: -1.6; CHRM4 PAM: 1.4

How did CN(C)S(=O)(=O)c1ccc(C(=O)Nc2ccc(F)cc2F)cc1 do in these assays?
CHRM4 antagonist: 0.5; CHRM4 agonist: 1.6; M5 antag: 5.5; CHRM5 PAM: -4.3; M1 ag parental: 0.8; M5 ag: 1.4; M1 PAM parental: 3.3; CHO-K1 Ca antag: 12.2; CHRM4 PAM: 0.1

What do the screens show for `O=C(c1ccc2c(c1)OCCO2)N1CCN(c2ccc(C(F)(F)F)cn2)CC1`?
CHRM4 antagonist: -10.9; CHRM4 agonist: 6.1; M5 antag: -3.6; CHRM5 PAM: -2.6; M1 ag parental: 4.2; M5 ag: 1.7; M1 PAM parental: 5.1; CHO-K1 Ca antag: 0.3; CHRM4 PAM: -1.5

Results for O=C(c1ccc(F)cc1F)N1CCCN(c2nc(-c3ccccc3)ns2)CC1 ?
CHRM4 antagonist: 10.9; CHRM4 agonist: 3.1; M5 antag: 3.1; CHRM5 PAM: 3.5; M1 ag parental: 4.8; M5 ag: 3.5; M1 PAM parental: 9.9; CHO-K1 Ca antag: -7.6; CHRM4 PAM: -9.7

What do the screens show for `Cn1c(=O)c([N+](=O)[O-])c(NCCCn2ccnc2)c2ccccc21`?
CHRM4 antagonist: -0.6; CHRM4 agonist: 1.8; M5 antag: -3.1; CHRM5 PAM: 8.1; M1 ag parental: 15.3*; M5 ag: -1.5; M1 PAM parental: 13.3; CHO-K1 Ca antag: 0.1; CHRM4 PAM: -12.3

Results for Cc1cc(NC(=O)c2cc(-c3ccc(O)cc3)on2)no1 ?
CHRM4 antagonist: 2.6; CHRM4 agonist: 1.9; M5 antag: 7.4; CHRM5 PAM: -8.2; M1 ag parental: 1.7; M5 ag: 0.9; M1 PAM parental: 14.3; CHO-K1 Ca antag: -7.8; CHRM4 PAM: -1.7

What do the screens show for `CC1(C)C(=O)Nc2ccccc2N1C(=O)CSc1nc(-c2ccccc2)cs1`?
CHRM4 antagonist: -7.1; CHRM4 agonist: 8.1; M5 antag: 11.4; CHRM5 PAM: -10.5; M1 ag parental: 5.9; M5 ag: 1.7; M1 PAM parental: 19.7; CHO-K1 Ca antag: 2.6; CHRM4 PAM: -7.4

What do the screens show for `COc1nc(NCCc2ccc(OC)c(OC)c2)nc(OC)n1`?
CHRM4 antagonist: -5.8; CHRM4 agonist: 1.5; M5 antag: -16.4; CHRM5 PAM: -5.0; M1 ag parental: 0.8; M5 ag: 0.7; M1 PAM parental: 21.7; CHO-K1 Ca antag: -16.8; CHRM4 PAM: 12.3

How did CC(=O)c1sc(NC(=O)c2oc3ccc(F)cc3c2C)nc1C do in these assays?
CHRM4 antagonist: -1.6; CHRM4 agonist: 2.9; M5 antag: 17.1; CHRM5 PAM: -4.5; M1 ag parental: 0.0; M5 ag: 2.4; M1 PAM parental: 7.8; CHO-K1 Ca antag: -4.5; CHRM4 PAM: 9.3

What do the screens show for `O=c1c2ccccc2c2ccccc2c(=O)n1Cc1ccco1`?
CHRM4 antagonist: 3.2; CHRM4 agonist: 10.4; M5 antag: 12.8; CHRM5 PAM: -11.8; M1 ag parental: 0.1; M5 ag: -8.0; M1 PAM parental: 10.9; CHO-K1 Ca antag: -11.2; CHRM4 PAM: 0.1

What do the screens show for `CCOc1ccccc1N=Nc1c(C)[nH]n(C(N)=S)c1=O`?
CHRM4 antagonist: 1.1; CHRM4 agonist: 1.3; M5 antag: 4.0; CHRM5 PAM: -0.5; M1 ag parental: 1.4; M5 ag: -2.8; M1 PAM parental: 12.6; CHO-K1 Ca antag: -14.7; CHRM4 PAM: -1.6

How did CCN(CC(=O)NC(c1ccccc1)c1ccccc1)Cc1nc2ccccc2c(=O)[nH]1 do in these assays?
CHRM4 antagonist: -3.9; CHRM4 agonist: 4.6; M5 antag: 6.2; CHRM5 PAM: -6.3; M1 ag parental: 1.9; M5 ag: 1.8; M1 PAM parental: 3.1; CHO-K1 Ca antag: -9.0; CHRM4 PAM: -6.3

Results for Cc1ccc2c(c1)NCC(C(=O)NC1CCCCC1)O2 (stereo unspecified) ?
CHRM4 antagonist: 11.2; CHRM4 agonist: -0.8; M5 antag: -15.9; CHRM5 PAM: 0.5; M1 ag parental: -0.5; M5 ag: 0.5; M1 PAM parental: -8.9; CHO-K1 Ca antag: 4.2; CHRM4 PAM: 12.7

What do the screens show for `O=C(CNC(=O)c1ccc(N2C(=O)c3ccccc3C2=O)cc1)OCC(=O)c1ccc(Cl)cc1`?
CHRM4 antagonist: 6.2; CHRM4 agonist: 1.1; M5 antag: -7.2; CHRM5 PAM: 2.5; M1 ag parental: 2.3; M5 ag: -0.5; M1 PAM parental: -0.7; CHO-K1 Ca antag: 2.1; CHRM4 PAM: -0.8

Results for CC1(C)CC(=O)C2=C(C1)Nc1ccccc1NC2 ?
CHRM4 antagonist: 1.6; CHRM4 agonist: 1.9; M5 antag: -10.2; CHRM5 PAM: 7.4; M1 ag parental: 0.5; M5 ag: 3.9; M1 PAM parental: -2.3; CHO-K1 Ca antag: 10.6; CHRM4 PAM: 7.3

Results for Cc1nonc1-c1ccc2c(c1)OCO2 ?
CHRM4 antagonist: -0.4; CHRM4 agonist: -0.7; M5 antag: -0.1; CHRM5 PAM: -0.2; M1 ag parental: 0.4; M5 ag: -3.8; M1 PAM parental: 2.5; CHO-K1 Ca antag: -12.5; CHRM4 PAM: -5.8

What do the screens show for `C/C(=N\NC(=O)CN(c1ccccc1)S(=O)(=O)c1ccccc1[N+](=O)[O-])C(C)(C)C`?
CHRM4 antagonist: -13.0; CHRM4 agonist: -0.2; M5 antag: -1.1; CHRM5 PAM: -8.3; M1 ag parental: 0.0; M5 ag: -4.3; M1 PAM parental: 9.4; CHO-K1 Ca antag: -6.5; CHRM4 PAM: -5.0

How did CCc1c(C)nc2ncnn2c1N1CCC(C(=O)NCc2cccs2)CC1 do in these assays?
CHRM4 antagonist: -5.5; CHRM4 agonist: 2.2; M5 antag: 9.1; CHRM5 PAM: 4.2; M1 ag parental: 0.2; M5 ag: -4.2; M1 PAM parental: -3.1; CHO-K1 Ca antag: -9.0; CHRM4 PAM: 10.5

What do the screens show for `O=C(CCCN1C(=O)/C(=C/c2ccccc2Cl)SC1=S)NNC(=O)c1ccc(Cl)cc1Cl`?
CHRM4 antagonist: -5.9; CHRM4 agonist: 0.3; M5 antag: -2.8; CHRM5 PAM: 5.9; M1 ag parental: 0.2; M5 ag: 0.3; M1 PAM parental: 8.9; CHO-K1 Ca antag: -12.1; CHRM4 PAM: 12.4

How did COc1ccccc1/C=N\N=C(\N)c1ccccn1 do in these assays?
CHRM4 antagonist: -2.9; CHRM4 agonist: 0.7; M5 antag: -4.1; CHRM5 PAM: 1.0; M1 ag parental: 0.2; M5 ag: -1.9; M1 PAM parental: 14.7; CHO-K1 Ca antag: -8.2; CHRM4 PAM: -1.9

Results for O=S(=O)(c1ccc2c(c1)C(O)c1ccccc1CC2)C(F)(F)F (stereo unspecified) ?
CHRM4 antagonist: 24.9; CHRM4 agonist: 8.8; M5 antag: 16.6; CHRM5 PAM: -25.1; M1 ag parental: 4.5; M5 ag: -3.8; M1 PAM parental: -21.4; CHO-K1 Ca antag: 9.0; CHRM4 PAM: -18.8

How did N#Cc1cccc(S(=O)(=O)N2CCN(c3ccnc4cc(Cl)ccc34)CC2)c1 do in these assays?
CHRM4 antagonist: 10.8; CHRM4 agonist: 14.0; M5 antag: 24.0; CHRM5 PAM: -9.3; M1 ag parental: 5.4; M5 ag: -2.0; M1 PAM parental: -14.1; CHO-K1 Ca antag: -0.7; CHRM4 PAM: -13.2

Results for c1coc(-c2nc3nc4ccccc4n3nc2-c2ccco2)c1 ?
CHRM4 antagonist: -3.9; CHRM4 agonist: 4.3; M5 antag: 0.5; CHRM5 PAM: -9.7; M1 ag parental: 1.9; M5 ag: -1.0; M1 PAM parental: 14.4; CHO-K1 Ca antag: -2.1; CHRM4 PAM: 1.8

What do the screens show for `CCOc1cc(C2C(C(=O)OC)=C(C)N=C3SCCC(=O)N32)ccc1OC(C)=O` (stereo unspecified)?
CHRM4 antagonist: -4.8; CHRM4 agonist: 0.2; M5 antag: -3.5; CHRM5 PAM: 7.8; M1 ag parental: 0.3; M5 ag: 0.8; M1 PAM parental: 15.4; CHO-K1 Ca antag: -12.4; CHRM4 PAM: 1.0

Outcome played no part in choosing rows. About 2.7% of those tested had a hit in this group.
